mIAP act: mouse IAP activation | activation factor at 10 µM | muIAP, CDP-Star luminescence, 30 min; stronger effect = higher value; 1 = vehicle-only enzyme signal, 0 = enzyme-free wells | 330,000 compounds, 0.24% hits;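 active = activation factor of at least 2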; note: the source names both 10 and 20 µM as test concentration; values of inactives mirror those of a sister screen read the other way
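also added = chemiluminescent substrate CDP-Star | test system = mouse IAP enzyme | signal = chemiluminescence readout | compound = DMSO-dissolved test compounds | incubation = 30 min at room temperature | benchmarks = DMSO wells, no-enzyme wells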
MIN6 prolif: induces beta-cell replication in MIN6 cells. MIN6 cells proliferation, ATPlite luminescence, 48 h; cells starved in 0.2% serum; 100% = growth in 10% serum. proliferation, % at 10 µM. 330,000 compounds, 0.29% hits. AID 2380;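 active = compounds whose signal lies at least 3.5 SD above the mean of all wells on their plate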;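 note: 0% = DMSO-treated cells in low-serum medium and 100% = 10% serum control; some compounds called inactive have numbers as strong as hits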
hIAP block: blocks human intestinal alkaline phosphatase | P09923 | purified IAP, CDP-Star luminescence, 30 min | inhibition, % at 10 µM | 330,000 compounds, 0.12% hits | AID 2544;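 active = inhibition reaching a set limit with compound at 10 µM in the primary screen, cut at about 35% in these data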;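 note: plate controls were DMSO wells with enzyme for no effect and no-enzyme buffer wells for full effect; values of inactives mirror those of a sister screen read the other way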
ATG4B inh: ATG4B (human) cysteine protease inhibition; Q9Y4P1; ATG4B cleavage of LC3-PLA2, NBD-HPC fluorescence, 1 h; inhibition, % at 8.33 µM; 340,000 compounds, 0.51% hits; in the data active = inhibition above about 40%
Target sequence (Q9Y4P1 whole entry, looked up): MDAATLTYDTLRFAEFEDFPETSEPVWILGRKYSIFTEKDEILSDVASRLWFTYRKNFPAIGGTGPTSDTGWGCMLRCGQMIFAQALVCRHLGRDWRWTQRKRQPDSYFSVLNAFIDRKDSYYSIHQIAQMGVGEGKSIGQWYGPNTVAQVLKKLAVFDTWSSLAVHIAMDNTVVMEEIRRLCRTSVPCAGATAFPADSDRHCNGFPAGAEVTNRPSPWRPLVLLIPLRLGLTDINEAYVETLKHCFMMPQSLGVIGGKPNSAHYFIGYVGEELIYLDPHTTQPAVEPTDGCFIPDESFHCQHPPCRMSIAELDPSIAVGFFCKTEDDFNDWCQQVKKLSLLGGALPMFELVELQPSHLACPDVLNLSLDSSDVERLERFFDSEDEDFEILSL
mIAP block: blocks mouse intestinal alkaline phosphatase; purified mouse IAP, CDP-Star luminescence, 30 min; AID 2806; inhibition, % at 10 µM; 330,000 compounds, 0.2% hits;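 active = inhibition of at least 40% at 10 µM in the primary screen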;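 note: plate controls were DMSO with enzyme for no effect and no enzyme wells for full effect; values of inactives mirror those of a sister screen read the other way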
MPTP inh: permeability transition pore inhibition | 360,000 compounds, 1.4% hits | inhibition, % at 10 µM | isolated mouse mitochondria, Ca2+ swelling absorbance, 30 min;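 active = inhibition of 50% or more, scaled per plate between neutral and stimulator controls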;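 note: 0% = DMSO wells given calcium and 100% = 1 mM EGTA wells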
A3G deaminase: inhibitors of human APOBEC3G DNA deaminase | inhibition, % at 20 µM | AID 493012 | 330,000 compounds, 0.28% hits | recombinant A3G, ssDNA deamination FAM/TAMRA fluorescence;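 active = inhibition of at least 40% at 20 µM, with no more than 30% in the related APOBEC3A deaminase screen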;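 note: plate controls were DMSO wells with A3G for no effect and wells lacking A3G enzyme for full effect; some compounds called inactive have numbers as strong as hits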
Target sequence (Q9HC16 whole entry, looked up): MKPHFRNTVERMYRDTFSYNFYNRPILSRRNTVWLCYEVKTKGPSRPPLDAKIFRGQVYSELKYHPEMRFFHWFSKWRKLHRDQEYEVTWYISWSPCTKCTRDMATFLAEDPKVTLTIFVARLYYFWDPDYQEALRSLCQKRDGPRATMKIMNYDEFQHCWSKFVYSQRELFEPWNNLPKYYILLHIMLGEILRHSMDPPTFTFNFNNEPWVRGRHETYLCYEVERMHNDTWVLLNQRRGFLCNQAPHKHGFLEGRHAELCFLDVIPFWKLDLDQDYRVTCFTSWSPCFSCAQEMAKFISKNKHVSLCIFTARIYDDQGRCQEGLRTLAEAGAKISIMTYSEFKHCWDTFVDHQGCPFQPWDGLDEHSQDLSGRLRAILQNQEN
APOBEC3A inh: blocks human APOBEC3A ssDNA deamination | inhibition, % at 20 µM | AID 493011 | P31941 | 330,000 compounds, 0.41% hits | recombinant A3A, FAM/TAMRA ssDNA deamination fluorescence;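 active = at least 40% inhibition at 20 µM here, with at most 30% in a related deaminase screen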;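 note: plate controls were A3A with DMSO for no effect and wells lacking A3A enzyme for full effect; some results filed as inactive read as strong as hits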
Target sequence (P31941 whole entry, looked up): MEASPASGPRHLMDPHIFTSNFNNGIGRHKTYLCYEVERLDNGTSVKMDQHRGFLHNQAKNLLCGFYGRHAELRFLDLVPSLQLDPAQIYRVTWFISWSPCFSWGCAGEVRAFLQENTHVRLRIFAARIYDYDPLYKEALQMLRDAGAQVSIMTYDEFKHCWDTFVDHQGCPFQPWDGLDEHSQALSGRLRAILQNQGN
hIAP activ: human IAP activation; P09923; purified human IAP, CDP-Star luminescence, 30 min; stronger effect = higher value; 1 = vehicle-only enzyme, 0 = enzyme-free background; activation factor at 10 µM; 330,000 compounds, 0.16% hits; AID 2524;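 active = activation factor of the enzyme at least 2-fold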; note: the source names both 10 and 20 µM as test concentration; values of inactives mirror those of a sister screen read the other way
The depositor's hits bear a star; & = joins results of further samples. Not a hit list; overall some 3.3% were active at least once.

CC(=O)Nc1cccc(NC(=O)CSc2nc3c(=O)n(C)c(=O)n(C)c3n2C)c1 was read as mIAP act 0.98, MIN6 prolif -3, hIAP block -8, ATG4B inh -17, mIAP block 2, MPTP inh -0.8, A3G deaminase -3, APOBEC3A inh 5 and hIAP activ 1.1.
For Cc1ccccc1NC(=O)CSc1nnc(NC(=O)C2CC2)s1 the results were mIAP act 0.94, MIN6 prolif -4, hIAP block 2, ATG4B inh -1, mIAP block 6, MPTP inh -0.5, A3G deaminase -3, APOBEC3A inh 1 and hIAP activ 0.98.
Screening CCc1cccc2c(C(=O)C(F)(F)F)cn(CC(=O)NCC3CCCO3)c12 (stereo not given) returned mIAP act 0.92, MIN6 prolif -1, hIAP block -12, ATG4B inh -1, mIAP block 8, MPTP inh 0.8, A3G deaminase -2, APOBEC3A inh -1 and hIAP activ 1.1.
`COc1cc(C)nc(NS(=O)(=O)c2ccccc2)n1` gave mIAP act 1, MIN6 prolif 0, hIAP block -11, ATG4B inh -7, mIAP block -4, MPTP inh 0.0, A3G deaminase -6, APOBEC3A inh 0 and hIAP activ 1.1.
For COCCCNC(=O)C1CCCN(C(=O)Nc2ccc(OC)cc2)C1 (stereo not given) the results were mIAP act 0.94, MIN6 prolif -2, hIAP block 2, ATG4B inh -1, mIAP block 6, MPTP inh -0.2, A3G deaminase -7, APOBEC3A inh -4 and hIAP activ 0.98.
Screening CCCCn1c(=O)[nH]c(=O)c2c1nc(-c1ccc(OCC)cc1)n2CC returned mIAP act 1.1, MIN6 prolif 0, hIAP block -7, ATG4B inh -9, mIAP block -10, MPTP inh 0.8, A3G deaminase -3, APOBEC3A inh -2 and hIAP activ 1.1.
C=CCSc1nnc(Cc2c(C)[nH]c3ccccc23)o1 was read as mIAP act 1.1, MIN6 prolif 1, hIAP block 11, ATG4B inh -17, mIAP block -12, MPTP inh -1.5, A3G deaminase -3, APOBEC3A inh 0 and hIAP activ 0.89.
Screening COc1ccc(N2CCN(C(=O)Cn3cnc4c(cnn4-c4ccc(C)cc4)c3=O)CC2)cc1 returned mIAP act 1.1, MIN6 prolif -4, hIAP block 2, ATG4B inh -1, mIAP block -6, MPTP inh -0.7, A3G deaminase -3, APOBEC3A inh 1 and hIAP activ 0.98.
CN(C)CC#Cc1cncc(C(=O)NNC(=O)Nc2ccc(Cl)cc2)c1 was read as mIAP act 1, MIN6 prolif -1, hIAP block -45, ATG4B inh -14, mIAP block -1, MPTP inh 3.7, A3G deaminase 1, APOBEC3A inh 1 and hIAP activ 1.4.
For Cc1csc(=Nc2ccc(S(=O)(=O)N3CCOCC3)cc2)n1Cc1ccco1 the results were mIAP act 0.83, MIN6 prolif 3, hIAP block 8, ATG4B inh 9&10, mIAP block 17, MPTP inh 0.5&-1.6, A3G deaminase -3, APOBEC3A inh -1 and hIAP activ 0.92.
For COc1cc(O)c(CCO)c2c1C(=O)C[C@@H](C)O2 the results were mIAP act 0.87, MIN6 prolif 0, hIAP block -5, ATG4B inh -1, mIAP block 13, MPTP inh 0.5, A3G deaminase -2, APOBEC3A inh -2 and hIAP activ 1.1.
Screening C/C(=N\Nc1nc(N2CCCCC2)nc(N2CCOCC2)n1)c1cccs1 returned mIAP act 0.96, MIN6 prolif -1, hIAP block -7, ATG4B inh -5, mIAP block 4, MPTP inh -0.4, A3G deaminase -6, APOBEC3A inh -3 and hIAP activ 1.1.
For Cc1ccc(-c2noc(Cn3cc(S(=O)(=O)N4CCCC4)ccc3=O)n2)cc1 the results were mIAP act 0.94, MIN6 prolif -1, hIAP block -7, ATG4B inh 8, mIAP block 6, MPTP inh 0.9, A3G deaminase -8, APOBEC3A inh -3 and hIAP activ 1.1.
CCOC(=O)c1nn(-c2ccc(F)cc2)c(=O)cc1OCC(=O)Nc1ccc(OCC)cc1 was read as mIAP act 0.95, MIN6 prolif 1, hIAP block 5, ATG4B inh -1, mIAP block 5, MPTP inh -1.4, A3G deaminase -41, APOBEC3A inh 17 and hIAP activ 0.95.
`CCOC(=O)c1c(S(=O)(=O)N2CCCC2)c(C)n(C)c1C` gave mIAP act 0.97, MIN6 prolif 2, hIAP block 21, ATG4B inh 3, mIAP block 3, MPTP inh -0.8, A3G deaminase -4, APOBEC3A inh -2 and hIAP activ 0.79.
CC(C)(C)c1ccc(C(CC(=O)O)NC(=O)CSc2ccccc2)cc1 (stereo not given) was read as mIAP act 1, MIN6 prolif -4, hIAP block 2, ATG4B inh -7, mIAP block -3, MPTP inh -2.6, A3G deaminase -1, APOBEC3A inh 1 and hIAP activ 0.98.
Screening CC(=O)N1CCN(c2ccc(NC(=O)c3cccc(Cl)c3)cc2)CC1 returned mIAP act 1, MIN6 prolif 1, hIAP block -21, ATG4B inh 4, mIAP block -3, MPTP inh 0.2, A3G deaminase 2, APOBEC3A inh -6 and hIAP activ 1.2.
For C#CCOc1c(Cl)cc(C2C3=C(CCCC3=O)N(CC(=O)O)C3=C2C(=O)CCC3)cc1OC the results were mIAP act 0.86, MIN6 prolif 0, hIAP block -8, ATG4B inh 9, mIAP block 14, MPTP inh 0.4, A3G deaminase -5, APOBEC3A inh 3 and hIAP activ 1.1.
Screening O=C(COC(=O)c1nsc(Cl)c1Cl)NC1CCCC1 returned mIAP act 0.9, MIN6 prolif 1, hIAP block 9, ATG4B inh 5, mIAP block 10, MPTP inh 0.6, A3G deaminase -5, APOBEC3A inh -2 and hIAP activ 0.91.
`CCOC(=O)C(C)(C)N(Cc1ccccc1C)S(=O)(=O)c1ccc(Cl)c([N+](=O)[O-])c1` gave mIAP act 0.83, MIN6 prolif 0, hIAP block -1, ATG4B inh 34, mIAP block 17, MPTP inh 2.3, A3G deaminase 0, APOBEC3A inh 5 and hIAP activ 1.
CCN(CC(=O)NCc1cccs1)C(=O)c1ccc(NS(=O)(=O)c2cccc([N+](=O)[O-])c2)cc1 was read as mIAP act 1, MIN6 prolif 4, hIAP block 1, ATG4B inh -4, mIAP block -4, MPTP inh -0.4, A3G deaminase -6, APOBEC3A inh 3 and hIAP activ 0.99.
Screening O=C(c1cccc(OC(F)F)c1)N1CCN(c2ncccn2)CC1 returned mIAP act 0.96, MIN6 prolif -1, hIAP block -6, ATG4B inh -9, mIAP block 4, MPTP inh 0.1, A3G deaminase -9, APOBEC3A inh -3 and hIAP activ 1.1.
`CCN(CC(=O)Nc1c(F)cccc1F)C(=O)/C=C/c1ccc(S(=O)(=O)N2CCCCCC2)cc1` gave mIAP act 0.92, MIN6 prolif 2, hIAP block 3, ATG4B inh -4, mIAP block 8, MPTP inh 1.4, A3G deaminase -3, APOBEC3A inh -1 and hIAP activ 0.97.
`Cc1ccc(-n2nc3cc(C)c(NC(=O)c4cccnc4)cc3n2)cc1` gave mIAP act 0.98, MIN6 prolif -3, hIAP block -7, ATG4B inh 4, mIAP block 2, MPTP inh -3.6, A3G deaminase -2, APOBEC3A inh 27 and hIAP activ 1.1.
For CC(=O)c1cc(C#N)c(SCC(=O)OC(C)(C)C)nc1C the results were mIAP act 0.93, MIN6 prolif -4, hIAP block -10, ATG4B inh 9, mIAP block 8, MPTP inh -1.0, A3G deaminase -4, APOBEC3A inh 0 and hIAP activ 1.1.
For O=C(COc1ccc(/C=N/NC(=O)c2ccccc2O)cc1)Nc1ccc([N+](=O)[O-])cc1 the results were mIAP act 0.96, MIN6 prolif -1, hIAP block 5, ATG4B inh -3, mIAP block 4, MPTP inh 6.0, A3G deaminase -2, APOBEC3A inh 2 and hIAP activ 0.95.
`O=C(Cc1ccccc1)NCCC1=CCCCC1` gave mIAP act 0.93, MIN6 prolif 1, hIAP block 4, ATG4B inh 1, mIAP block 7, MPTP inh -1.0, A3G deaminase 0, APOBEC3A inh 1 and hIAP activ 0.96.
For Cc1cc(NC(=O)CSc2nnnn2-c2ccc(C)c(C)c2)no1 the results were mIAP act 0.9, MIN6 prolif -2, hIAP block -6, ATG4B inh -4, mIAP block 10, MPTP inh -1.3, A3G deaminase -3, APOBEC3A inh -3 and hIAP activ 1.1.
For O=C(CCCCCNC(=O)N1CCn2c1nc1ccccc12)N[C@@H](C(=O)O)c1ccccc1 the results were mIAP act 0.87, MIN6 prolif -4, hIAP block 12, ATG4B inh 4, mIAP block 13, MPTP inh 0.2, A3G deaminase 5, APOBEC3A inh 13 and hIAP activ 0.89.
Screening CC(C)(C)OC(=O)COc1cc(F)ccc1[N+](=O)[O-] returned mIAP act 0.97, MIN6 prolif -5, hIAP block 0, ATG4B inh -11, mIAP block 3, MPTP inh -1.7, A3G deaminase 2, APOBEC3A inh 2 and hIAP activ 1.
`COc1ccc(Nc2nc(-c3ccccc3)c3ccccc3n2)cc1` gave mIAP act 0.94, MIN6 prolif -7, hIAP block 16, ATG4B inh 2, mIAP block 6, MPTP inh -1.4, A3G deaminase -3, APOBEC3A inh 9 and hIAP activ 0.84.
`COc1nc(N2CCCC2)nc(-n2nnc(C(C)=O)c2C)n1` gave mIAP act 0.94, MIN6 prolif -1, hIAP block -7, ATG4B inh -15, mIAP block 6, MPTP inh -0.2, A3G deaminase 2, APOBEC3A inh 4 and hIAP activ 1.1.
`OC1CCN(c2c3c(nc4cc(-c5cccc(F)c5)nn24)CCCC3)CC1` gave mIAP act 1.1, MIN6 prolif -2, hIAP block 11, ATG4B inh -16, mIAP block -8, MPTP inh 0.1, A3G deaminase 5, APOBEC3A inh 3 and hIAP activ 0.89.
`CO[C@@H]1[C@@H](OC(N)=O)[C@@H](O)C(Oc2ccc3c(O)c(NC(=O)c4ccc(O)c(CC=C(C)C)c4)c(=O)oc3c2C)OC1(C)C` (stereo not given in full) gave mIAP act 1.1, MIN6 prolif -5, hIAP block -4, ATG4B inh 4, mIAP block -10, MPTP inh 0.6, A3G deaminase 1, APOBEC3A inh 1 and hIAP activ 1.
`CCOC(=O)N1CCN(c2cc(N3CCN(CC)CC3)c(F)cc2[N+](=O)[O-])CC1C` (stereo not given) gave mIAP act 0.82, MIN6 prolif -1, hIAP block 26, ATG4B inh -4, mIAP block 18, MPTP inh 2.3, A3G deaminase -5, APOBEC3A inh -2 and hIAP activ 0.74.
`Cc1cccc(-n2ncc3c2CCCC3NC(=O)Cc2c(C)noc2C)c1C` (stereo not given) gave mIAP act 0.94, MIN6 prolif -4, hIAP block -40, ATG4B inh 1, mIAP block 6, MPTP inh 4.6, A3G deaminase 1, APOBEC3A inh -2 and hIAP activ 1.4.

Part of the list above in order of molar mass, ascending.
For Cc1cc(NC(=O)CSc2nnnn2-c2ccc(C)c(C)c2)no1 the results were mIAP act 0.9, MIN6 prolif -2, hIAP block -6, ATG4B inh -4, mIAP block 10, MPTP inh -1.3, A3G deaminase -3, APOBEC3A inh -3 and hIAP activ 1.1.
`OC1CCN(c2c3c(nc4cc(-c5cccc(F)c5)nn24)CCCC3)CC1` gave mIAP act 1.1, MIN6 prolif -2, hIAP block 11, ATG4B inh -16, mIAP block -8, MPTP inh 0.1, A3G deaminase 5, APOBEC3A inh 3 and hIAP activ 0.89.
For C#CCOc1c(Cl)cc(C2C3=C(CCCC3=O)N(CC(=O)O)C3=C2C(=O)CCC3)cc1OC the results were mIAP act 0.86, MIN6 prolif 0, hIAP block -8, ATG4B inh 9, mIAP block 14, MPTP inh 0.4, A3G deaminase -5, APOBEC3A inh 3 and hIAP activ 1.1.
`CCN(CC(=O)Nc1c(F)cccc1F)C(=O)/C=C/c1ccc(S(=O)(=O)N2CCCCCC2)cc1` gave mIAP act 0.92, MIN6 prolif 2, hIAP block 3, ATG4B inh -4, mIAP block 8, MPTP inh 1.4, A3G deaminase -3, APOBEC3A inh -1 and hIAP activ 0.97.
